Screening results: PubChem, National Center for Advancing Translational Sciences (NCATS)
IMPase Li cell: IMPase inhibition in cells with lithium potentiation; CHO-M1 cells, IP1 TR-FRET (IP-One), carbachol + lithium; Potency, µM (highest dose often 59.4 µM), for the others: at the top dose activity, negative = IMPase inhibition, hits mostly inhibitors; 0.35% of 210,000 active;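 also: IP1 builds up when IMPase is blocked and the TR-FRET signal falls; potency is read from the fitted curve at half-maximal effect; plate controls were basal vehicle for no effect and high inhibitor control for full effect; nearly all actives have a fitted effect of over 50% in size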
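Concentration–response in CHO-M1 cells, lithium-potentiated; 30 min at 37C. IP1 detected by competitive TR-FRET after 10 min lysis at RT. Hill-fitted AC50.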
HttQ103 aggreg: reduces HttQ103-GFP aggregates in PC12 cells; PC12 HttQ103-GFP aggregates, Acumen cytometry, 40 h; Potency, µM (series often up to 46.1 µM), for inactives: at the highest dose activity change, negative = inhibition, usual class: inhibitors; 1.1% of 220,000 active; AID 1688; also: potency is read from the fitted curve at half-maximal effect; % is scaled to controls: 0 for no effect and ±100 for the full control effect; nearly all actives have a fitted effect of over 60% in size
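PC12/HTTQ103-GFP, ecdysone-inducible; teb 100 nM; cpd qHTS titration; GFP aggregates read on laser cytometer, Ex 488/Em 500-530 nm.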
Luc counter: Kinase-Glo luciferase inhibition (counter-screen); Q27757; Kinase-Glo luciferase, ATP luminescence, 8 min; Potency, µM (titrated, usually from 38.3 µM), for inactives: top-dose activity change, negative = inhibition, hits mostly inhibitors; 0.28% of 200,000 active; AID 1379; also: potency is read from the fitted curve at half-maximal effect; % is scaled to controls: 0 for no effect and ±100 for the full control effect; nearly all actives have a fitted effect of over 60% in size
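Kinase-Glo luciferase light output from ATP and luciferin was measured with 10 uM ATP, within the enzyme's linear range. Buffer: 50 mM imidazole pH 7.2, 50 mM KCl, 7 mM MgCl2, 0.01% Tween 20, 0.05% BSA; luminescence read after 8 min at ambient temperature.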
LMNA splice mod: changes lamin A minigene splicing in HeLa cells. HeLa LMNA splicing GFP/RFP minigene ratio, 48 h. Potency, µM (titrated, usually from 46.1 µM), for the others: at the highest dose ratio change, negative = inhibition, hits mostly inhibitors. 0.01% of 200,000 active; active = well fitted inhibition curve with a large enough effect in the signal ratio, with a control signal flat, not every such curve was filed as active; inconclusive = small, poorly fitted or top-dose-only effect, or effect the other way, or a change in a side signal; the % refers to the signal ratio; also: potency is read from the fitted curve at half-maximal effect; % is scaled to controls: 0 for no effect and ±100 for the full control effect
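Read-out is the ratio of GFP to DsRed2 object intensity, acquired by 488 nm laser-scanning cytometry on HeLa lamin A-EGFP minigene reporter cells. Compound incubation 48 hrs at 37 °C in Opti-MEM with 2% FBS; DMSO 0.5% final.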
NPSR antag: neuropeptide S receptor (human) antagonism, cAMP. Q6W5P4. CHO-NPSR cells, cAMP TR-FRET, antagonist mode. Potency, µM (doses to about 38.3 µM), without a hit: at the top dose activity change, negative = inhibition, most hits filed as inhibitors. 1% of 220,000 active; also: potency is read from the fitted curve at half-maximal effect; % is scaled to controls: 0 for no effect and ±100 for the full control effect; nearly all actives have a fitted effect of over 50% in size; many of its hits are not listed in these tables
Target sequence (Q6W5P4 whole entry, looked up): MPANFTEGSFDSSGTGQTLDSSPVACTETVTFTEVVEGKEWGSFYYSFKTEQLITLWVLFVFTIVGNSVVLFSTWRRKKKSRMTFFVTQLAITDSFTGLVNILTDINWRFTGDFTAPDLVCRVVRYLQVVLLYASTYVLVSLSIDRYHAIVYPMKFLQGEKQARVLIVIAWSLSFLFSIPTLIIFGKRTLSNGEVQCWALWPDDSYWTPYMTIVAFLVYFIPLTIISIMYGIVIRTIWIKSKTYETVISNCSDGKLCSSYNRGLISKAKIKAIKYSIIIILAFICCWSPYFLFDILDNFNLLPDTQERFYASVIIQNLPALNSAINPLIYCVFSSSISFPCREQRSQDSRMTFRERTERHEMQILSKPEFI
Epigenetic derep: epigenetic control regulation, reporter derepression | AID 1865 | 0.2% of 280,000 active | Potency, µM (series often up to 53.9 µM), for inactives: at the highest dose GFP activation, most hits filed as activators | murine LDR cells, GFP reporter derepression, 30 h; also: potency is read from the fitted curve at half-maximal effect; % of control where 0% means no effect; nearly all actives have a fitted effect of over 60% in size
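Murine LDR cells bearing a silenced CMV-driven GFP reporter were exposed to compound for 30 h at 37 C. After PBS washes, GFP-positive cells (20-120 um objects) counted by laser-scanning microplate cytometry.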
CBFb-RUNX1 inh: CBF-beta/RUNX1 interaction disruption; 230,000 tested, under 10 active; Q01196+Q13951; AID 1477; Potency, µM (series often up to 59.8 µM), for inactives: at the top dose activity, negative = inhibition, hits mostly inhibitors; AlphaScreen CBFb-His/RUNX1-biotin binding, biochemical; also: % of control where 0% means no effect
Target sequence (Q01196 whole entry, looked up): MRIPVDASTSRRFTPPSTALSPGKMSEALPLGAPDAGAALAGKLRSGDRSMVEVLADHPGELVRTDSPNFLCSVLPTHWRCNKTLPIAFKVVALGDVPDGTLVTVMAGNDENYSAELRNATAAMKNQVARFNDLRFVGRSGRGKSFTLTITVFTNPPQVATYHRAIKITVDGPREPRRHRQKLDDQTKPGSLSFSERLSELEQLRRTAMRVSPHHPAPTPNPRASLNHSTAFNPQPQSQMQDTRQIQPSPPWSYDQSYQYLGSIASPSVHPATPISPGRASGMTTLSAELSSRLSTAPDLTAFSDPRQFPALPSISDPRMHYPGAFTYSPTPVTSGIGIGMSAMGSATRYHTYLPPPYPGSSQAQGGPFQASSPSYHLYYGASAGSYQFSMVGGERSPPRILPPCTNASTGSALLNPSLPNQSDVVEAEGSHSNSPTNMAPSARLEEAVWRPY
Target sequence (Q13951 whole entry, looked up): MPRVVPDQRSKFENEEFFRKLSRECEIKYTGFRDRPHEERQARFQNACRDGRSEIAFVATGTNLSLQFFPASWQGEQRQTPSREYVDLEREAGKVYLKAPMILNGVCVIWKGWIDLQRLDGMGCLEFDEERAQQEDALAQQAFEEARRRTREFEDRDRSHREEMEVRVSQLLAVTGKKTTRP
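AlphaScreen proximity signal reports loss of binding between His-tagged CBF-beta and biotin-labelled RUNX1, each at 30 nM. Proteins are pre-associated for 20 minutes, compounds added for 15 minutes, then beads for 90 minutes, all at ambient temperature.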
* marks the source's active call; other numbers are inactive results; u = inconclusive; x = not tested or not shown; [ ] = remark or other dose. Unless noted, calls follow the shape of the dose curve; as a rule, active = well fitted curve in the direction sought with a large enough effect; inconclusive = small, poorly fitted or top-dose-only effect, or another doubt; inactive = no such curve, though single readings can be large; an effect the other way counts as inactive or inconclusive. Not all compounds are listed; rates above refer to the full screens.

SMILES	IMPase Li cell	HttQ103 aggreg	Luc counter	LMNA splice mod	NPSR antag	Epigenetic derep	CBFb-RUNX1 inh
CCOC(=O)C1=NNC2(CC(=O)N(c3cc(C)cc(C)c3)C2=O)C1 (configuration not stated)	x	-1.7%[9.22 µM]	x	x	8.4%	0.1%	8.0%
c1ccc(OCc2nc(-c3ccccc3)no2)cc1	4.0%[38.3 µM]	-8.4%	0.8%	12.1%	-14.5%[46.1 µM]	-1.0%	29.2%
N#CCSc1nnc(Cc2cccc3ccccc23)n1C1CCCCC1	-5.0%[38.3 µM]	16.9%	-1.8%	-0.5%	-18.3%[46.1 µM]	-4.4%	1.5%
CCOC(=O)/C(C#N)=C/c1cn(CCC(=O)O)nc1-c1ccc(F)cc1	6.4%	10.1%	4.4%	1.3%[46 µM]	-29.5%	1.7%	-11.5%
Cc1ccc(Nc2c([N+](=O)[O-])cc(C(=O)N3CC(=O)Nc4ccccc43)cc2[N+](=O)[O-])c(C)c1	17.1%[38.3 µM]	14.1%	-0.1%	8.0%[0.0737 µM]	u	0.0%	u
CC(C)(C)NC(=O)C(c1ccco1)N(C(=O)c1ccc(CN2CCOCC2)o1)c1ccccc1 (configuration not stated)	2.4%[38.3 µM]	6.6%	-0.3%	1.7%	-1.3%[46.1 µM]	0.8%	2.3%
COCCN(CCOC)S(=O)(=O)c1ccc(/C(O)=C(\C#N)c2nc3ccccc3[nH]2)cc1	7.7%	8.4%	0.7%	x	-4.6%	-0.2%	-7.0%
Nc1ncnc2c1ncn2[C@@H]1O[C@@H](CO)[C@H](O)[C@H]1O	-7.5%	x	1.0%[17.1 µM]	u	x	1.4%[16.9 µM]	-0.9%[21.7 µM]
COC(=O)c1cnc(N2CCOCC2)nc1C(F)(F)F	x	-5.6%[9.22 µM]	x	x	-16.0%	-1.0%	2.3%
CCc1nnc(SCC(=O)N2CCCc3ccccc32)nc1CC	-4.8%[38.3 µM]	-0.4%	3.8%	7.0%	-5.4%[46.1 µM]	0.0%	8.0%
CCC1CCCCN1C(=O)N[C@@H](Cc1ccccc1)C(=O)O (some centres not stated)	x	11.8%	x	1.2%	9.9%[46.1 µM]	-2.5%	6.1%
CN(C(=O)COC(=O)c1ccc(-c2ccc(O)cc2)cc1)C1CCS(=O)(=O)C1 (configuration not stated)	x	3.6%[9.22 µM]	x	12.6%[46 µM]	-11.4%	5.4%	13.4%
Cn1ncc(N2CCN(C(=O)c3ccc(Cl)cc3)CC2)c(Cl)c1=O	1.9%	15.2%	0.4%	31.1%[46 µM]	0.1%	-2.4%	17.8%
COc1ccc(CN(C#N)c2nc(SC)nc(N(C)C)n2)cc1	3.4%[38.3 µM]	-8.5%	0.9%	u	0.5%[7.67 µM]	-0.6%	15.6%
CCOCC(=O)Nc1ccc(S(=O)(=O)Nc2ncccn2)cc1	25.5%[38.3 µM]	-0.8%	1.5%	8.1%	1.5%[46.1 µM]	-1.2%	0.8%
Cc1ccc(C2CCN(C(=S)Nc3cccc(C)c3)C2)cc1 (configuration not stated)	8.0%	-23.4%	x	x	-6.0%	-0.2%	0.4%
CCc1ccc2[nH]c(=O)c(CN(CCO)C(=O)NCc3ccccc3)cc2c1	28.8%[38.3 µM]	-0.5%	0.8%	-0.5%	-6.1%[46.1 µM]	-1.0%	1.0%
C/C(=N/NC(=O)CNC(=O)c1ccncc1)c1ccc(Cl)cc1	x	-1.4%[9.22 µM]	x	x	15.6%	-2.4%	2.5%
Cc1c(NC(=O)c2ccc3c(c2)C(=O)N(CC2CCCO2)C3=O)cccc1C(=O)O (configuration not stated)	14.7%[38.3 µM]	-13.9%	1.2%	-2.3%	2.3%[46.1 µM]	0.0%	7.9%
N#Cc1c(-c2ccccc2)c(-c2ccccc2)nn(CC(=O)NNC(=O)Nc2ccc(Cl)c(Cl)c2)c1=O	41.7%[38.3 µM]	u	-0.4%	u	u	-0.2%	-29.7%
CCC(=O)Nc1cccc(NC(=O)c2ccc(C)c([N+](=O)[O-])c2)c1	10.3%[38.3 µM]	-3.3%	-3.5%	10.8%	0.1%[46.1 µM]	-1.2%	-1.3%
CCCCOC(=O)CNc1n[nH]c(=S)[nH]c1=O	3.98µM*	-6.0%	4.2%	21.7%	10µM*	-0.1%	2.5%
O=C(NCC(O)c1ccc([N+](=O)[O-])cc1)c1cccc(S(=O)(=O)N2CCCC2)c1 (configuration not stated)	10.4%	1.1%[9.22 µM]	-0.9%	x	8.1%	1.4%	2.9%
Nc1c(C(=O)N2CCCC2)sc2nc(-c3ccccc3)ccc12	x	3.8%[9.22 µM]	x	x	25.0%	-2.1%	u
Cc1ccc(-c2nc3ccccc3o2)cc1NC(=S)NC(=O)/C=C/c1ccco1	1.2%[38.3 µM]	30.3%	4.3%	5.1%	-19.6%[46.1 µM]	-1.2%	-9.2%
The list continues:
SMILES	IMPase Li cell	HttQ103 aggreg	Luc counter	LMNA splice mod	NPSR antag	Epigenetic derep	CBFb-RUNX1 inh
COc1ccc(OC)c(C(=O)CSc2nnc(-c3ccc(OC)c(OC)c3)o2)c1	9.3%[38.3 µM]	u	3.1%	-0.4%	-8.3%[46.1 µM]	-1.0%	22.3%
CC(C)CC(=O)Nc1ccccc1N1CCOCC1	-5.3%[38.3 µM]	10.9%	-1.8%	4.1%	-2.5%[46.1 µM]	0.8%	3.9%
COc1ccc(C2C=C(c3ccc(Cl)cc3)Nc3nc(NC(C)=O)nn32)cc1 (configuration not stated)	-22.2%[38.3 µM]	-6.7%	-0.9%	1.1%	3.2%[7.67 µM]	-0.3%	-0.4%
COc1ccc(CCNC(=S)Nc2ccc(OC)cc2)cc1	1.5%	-32.9%	2.4%	u	11.0%	6.9%	0.8%
CCSc1nnc(C)c(=O)n1COC(=O)c1ccc(S(=O)(=O)N2CCCC2)cc1	1.1%	15.2%	-0.4%	-17.0%	-20.8%[46.1 µM]	1.1%	3.4%
CCOC(=O)N1CCN(CC(=O)N2c3ccccc3CCc3ccccc32)CC1	7.4%	18.8%	0.3%	-11.1%[46 µM]	-4.1%	-0.2%	5.6%
CNS(=O)(=O)c1cccc(C(=O)OCc2csc(-c3ccccc3)n2)c1	6.0%	4.1%	-4.8%	-4.3%	-5.1%	0.0%	10.6%
Cc1ccc(C)c(N2CCN(C(=O)CCNC(=O)Cn3ccc4ccccc4c3=O)CC2)c1	u	-24.2%	0.8%	11.4%	u	2.9%	-9.7%
O=C1CC(N2CCC(c3nc4ccccc4o3)CC2)C(=O)N1c1ccc(Cl)c(C(F)(F)F)c1 (configuration not stated)	-6.1%[38.3 µM]	5.3%	-0.2%	u	u	9.6%	1.0%
O=S(=O)(c1ccc(Cl)c(NC(=S)N/N=C/c2c(F)cccc2F)c1)N1CCOCC1	x	10.7%	x	-6.4%	-24.1%[46.1 µM]	1.7%	-9.9%
Cc1ccc(Cl)cc1-c1ccc(/C=N/n2cnnc2)o1	-19.3%	2.3%	3.2%	4.7%	9.1%	-2.6%	10.0%
CCN(CC)CCCNC(=O)c1cc2nc3c(c(C(F)(F)F)n2n1)CCc1ccccc1-3	2.1%	-17.8%	-2.1%	u	20.5%	-1.5%	4.4%
COc1ccc(-c2nc(N)n(C(=O)c3ccccc3)n2)cc1	7.2%	2.6%	3.4%	-17.1%[46 µM]	18.4%	-0.1%	8.9%
CC1CN(C(=O)COC(=O)[C@@H]2CC(O)CN2S(=O)(=O)c2ccc3c(c2)OCCO3)CC(C)O1 (some centres not stated)	-12.6%	10.5%	2.2%	-6.8%	8.7%	1.0%	-1.1%
COc1ccc(OC)c(C2=NOC(C(=O)NCC3CCCO3)C2)c1 (configuration not stated)	2.3%[38.3 µM]	9.2%	-3.8%	5.0%	11.5%[46.1 µM]	-3.6%	1.8%
CCC(C)c1ccc(O)c(NC(=S)NC(=O)c2cccnc2)c1 (configuration not stated)	-8.9%	16.3%[9.22 µM]	-0.5%	0.4%[46 µM]	-8.7%	4.6%	-9.8%
CC(C)CN(CC(C)C)C(=O)C12CCC(C)(C(=O)O1)C2(C)C (configuration not stated)	7.6%	-8.7%	-0.1%	-1.9%	-19.6%[46.1 µM]	0.9%	2.9%
CCc1ccc(NC(=O)CN2C(=O)CSC2=O)cc1	9.6%	-14.6%	0.0%	0.1%	-11.4%[46.1 µM]	0.0%	1.8%
N#Cc1c(C(F)(F)F)cc(-c2ccc(Cl)cc2)[nH]c1=O	-9.2%	x	6.3%	u	-0.3%[46.1 µM]	-0.9%	27.3%
CCOC(=O)Cn1ccc(O)c(Cc2ccc(Cl)cc2Cl)c1=O	8.5%	1.4%	4.1%	-5.5%	-0.5%[46.1 µM]	0.0%	5.0%
CC(C)CCNC(=O)CSc1nc2ccccc2s1	5.5%	-16.8%	-0.1%	x	-5.2%	1.8%	2.6%

A draw from above in order of SMILES length, lowest first:
SMILES	IMPase Li cell	HttQ103 aggreg	Luc counter	LMNA splice mod	NPSR antag	Epigenetic derep	CBFb-RUNX1 inh
CC(C)CC(=O)Nc1ccccc1N1CCOCC1	-5.3%[38.3 µM]	10.9%	-1.8%	4.1%	-2.5%[46.1 µM]	0.8%	3.9%
COc1ccc(-c2nc(N)n(C(=O)c3ccccc3)n2)cc1	7.2%	2.6%	3.4%	-17.1%[46 µM]	18.4%	-0.1%	8.9%
CCC(C)c1ccc(O)c(NC(=S)NC(=O)c2cccnc2)c1 (configuration not stated)	-8.9%	16.3%[9.22 µM]	-0.5%	0.4%[46 µM]	-8.7%	4.6%	-9.8%
CCOC(=O)N1CCN(CC(=O)N2c3ccccc3CCc3ccccc32)CC1	7.4%	18.8%	0.3%	-11.1%[46 µM]	-4.1%	-0.2%	5.6%
CNS(=O)(=O)c1cccc(C(=O)OCc2csc(-c3ccccc3)n2)c1	6.0%	4.1%	-4.8%	-4.3%	-5.1%	0.0%	10.6%
COc1ccc(C2C=C(c3ccc(Cl)cc3)Nc3nc(NC(C)=O)nn32)cc1 (configuration not stated)	-22.2%[38.3 µM]	-6.7%	-0.9%	1.1%	3.2%[7.67 µM]	-0.3%	-0.4%
CCSc1nnc(C)c(=O)n1COC(=O)c1ccc(S(=O)(=O)N2CCCC2)cc1	1.1%	15.2%	-0.4%	-17.0%	-20.8%[46.1 µM]	1.1%	3.4%
CCN(CC)CCCNC(=O)c1cc2nc3c(c(C(F)(F)F)n2n1)CCc1ccccc1-3	2.1%	-17.8%	-2.1%	u	20.5%	-1.5%	4.4%
